RMI FANCM FP = disruptors of RMI1/RMI2 association with MM2 peptide – biochemical, fluorescence polarization, human, primary screen | AID 1159607, 2016 | FP signal (polarization) at 33 µM | RMI core complex with F-MM2 peptide; hits give low values | hit rate 0.58% among 70,000 | RMI core complex (RMI1/RMI2) binding to FANCM MM2 peptide, human; in the data active = FP signal below about 40; also: inactives centre near 61; strong numbers were not always called active; unit not given here
* marks the source's active call; other numbers are inactive results; & = joins results of further samples. Not all compounds are listed; the hit share may differ from the screen's.

SMILES | RMI FANCM FP
CN(C(=O)CN1CCN(Cc2nc(C(C)(C)C)cs2)CC1)c1ccccc1 | 60
Cc1nnsc1C(=O)Nc1c(C)n(C)n(-c2ccccc2)c1=O | 55
CCOC(=O)/C(C#N)=C/NC1CCCCNC1=O (stereo unspecified) | 58
CCOc1ccc(S(=O)(=O)Nc2cccc(C)n2)c(C)c1C | 65
N#Cc1ccc(Cl)cc1NC(=O)C(=O)N1CCN(c2ccccc2F)CC1 | 52
O=S(=O)(Nc1ccccc1N1CCCCC1)c1cccc2nonc12 | 56
O=C(c1sc2cc(F)ccc2c1Cl)N1CCc2ccccc2C1 | 62
C#CCn1c(=NC(=O)/C=C\c2ccc3c(c2)OCO3)sc2cc(S(N)(=O)=O)ccc21 | 96
O=C(CCCCl)Nc1nnc(-c2ccc(Br)cc2)s1 | 56
COc1ccccc1-c1nnc(C2CCN(C(C)=O)CC2)s1 | 62
CCSc1nnc(NC(=O)CSc2nccn2-c2cccc(Cl)c2)s1 | 60
C/C(=N/O)c1ccc(Cl)c(Cl)c1 | 62
O=C1NCCCCC1NS(=O)(=O)c1ccc(-c2ccccn2)s1 (stereo unspecified) | 58&53
COc1ccc([N+](=O)[O-])cc1NC(=O)c1coc2ccccc2c1=O | 80
COc1ccccc1C1NC(=S)NC(C)=C1C(=O)Nc1ccccc1F (stereo unspecified) | 61
O=C(CCCCn1c(=O)c2ccccc2n(Cc2c(F)cccc2Cl)c1=O)NC1CCCC1 | 101
O=C(NCCCN1CCCC1)c1cc(=O)[nH]c2ccc(S(=O)(=O)N3CCCCCC3)cc12 | 66
O=C(CSc1nnc(-c2cccs2)o1)c1ccc(Cl)cc1 | 71
O=C(CS(=O)(=O)c1cccs1)NCc1ccco1 | 63
COc1ccc(C(=O)NCCC2=CCCCC2)cc1 | 67
N=C1SC2CS(=O)(=O)CC2N1c1ccc(OC(F)(F)F)cc1 (stereo unspecified) | 54
CC(O)=C(C#N)c1nc(C(C)(C)C)cs1 | 61
CC(C)(C)n1ncc2c(=O)n(CCC(=O)NCc3cccs3)cnc21 | 74
CC(C)(C)OC(=O)N1CCN(Cc2nc(C3CC3)cs2)CC1 | 67

In the list so far, these have a halogen:
SMILES | RMI FANCM FP
N#Cc1ccc(Cl)cc1NC(=O)C(=O)N1CCN(c2ccccc2F)CC1 | 52
O=C(c1sc2cc(F)ccc2c1Cl)N1CCc2ccccc2C1 | 62
O=C(CCCCl)Nc1nnc(-c2ccc(Br)cc2)s1 | 56
CCSc1nnc(NC(=O)CSc2nccn2-c2cccc(Cl)c2)s1 | 60
C/C(=N/O)c1ccc(Cl)c(Cl)c1 | 62
COc1ccccc1C1NC(=S)NC(C)=C1C(=O)Nc1ccccc1F (stereo unspecified) | 61
O=C(CCCCn1c(=O)c2ccccc2n(Cc2c(F)cccc2Cl)c1=O)NC1CCCC1 | 101
O=C(CSc1nnc(-c2cccs2)o1)c1ccc(Cl)cc1 | 71
N=C1SC2CS(=O)(=O)CC2N1c1ccc(OC(F)(F)F)cc1 (stereo unspecified) | 54

(more compounds)
SMILES | RMI FANCM FP
Cc1ccc([N+](=O)[O-])c(C(=O)NN=C(N)c2ccccn2)c1 | 55&55
Cc1cccc(OCC(=O)NCC(=O)N2CCOC(c3ccccc3)C2)c1 (stereo unspecified) | 73
CC(C)C(=O)Nc1nnc(SCC(=O)NCc2ccc3c(c2)OCO3)s1 | 58
O=C(CCc1nc2sc3c(c2c(=O)[nH]1)CCCCC3)Nc1ccc(Cl)cc1 | 106
O=C(NCCn1ncc2c(N3CCN(c4ccccc4)CC3)ncnc21)c1cccc(Cl)c1 | 64
CCCC(=O)NC(Nc1sc(C(=O)OCC)c(C)c1C(=O)OCC)C(Cl)(Cl)Cl (stereo unspecified) | 59
CCCN1CCCc2cc(CCNS(=O)(=O)c3cc(C)c(OC)c(C)c3)ccc21 | 124
COC(=O)c1c(NC(=O)c2ccno2)sc2c1CC(C)(C)NC2(C)C | 68
CC(C)(C)C(=O)NC(=S)Nc1ccc(-c2ccc(NC(=S)NC(=O)C(C)(C)C)cc2)cc1 | 61
NC(=O)/C(CCCCC(=O)O)=N/O | 52
Cc1cccc2c(O)c(N=Nc3ccccc3)c(=O)oc12 | 61
Cn1ccc(-c2nc3ccccc3s2)n1 | 56
O=C(Nc1ccc2c(c1)COCO2)c1sc2ccccc2c1Cl | 57
COc1ccc(CN2C(=O)c3cccc4cccc(c34)C2=O)cc1S(=O)(=O)N1CCCCCC1 | 61
Oc1ccc2nc(N3CCOCC3)sc2c1 | 67
COc1ccccc1NC(=O)NCC(c1ccc2c(c1)CCN2C)N1CCCC1 (stereo unspecified) | 66
CCCN(CCC)CCc1cccc2c1CC(=O)N2 | 54
Cc1nc(-n2nc(-c3ccco3)cc2NC(=O)CSCc2ccccc2)[nH]c(=O)c1C | 35*
Cc1ccc(NC(=O)Cn2cnc3c(sc4ccccc43)c2=O)cc1F | 104
O=C(Nc1cccs1)N1CCN(C(=O)C2CCCO2)CC1 (stereo unspecified) | 52
COC(=O)C1(C(=O)OC)C2C3C4CC5C6C4C2C6C1C53 (stereo unspecified) | 58
O=C(CSc1nnc(NC(=O)COc2ccc(Cl)cc2Cl)s1)Nc1ccc(F)cc1 | 55
COc1cccc(-c2ccc3nnc(SCC(=O)Nc4nc5ccccc5s4)n3n2)c1 | 55
COc1ccc(Cl)c2sc(NC(=O)CS(=O)(=O)c3ccc(C)cc3)nc12 | 56
COCCN1CCCc2ccc(NC(=O)CN3C(=O)c4ccccc4C3=O)cc21 | 55
Cc1cccc(NC(=O)NCC2CC(=O)N(Cc3ccc(F)cc3)C2)c1 (stereo unspecified) | 57
Cc1cc(Cl)ccc1NC(=S)NNC(=S)Nc1ccc(F)cc1 | 53
Cc1cc(C(=O)CCl)c(C)n1-c1ccc(Cl)c(C(F)(F)F)c1 | 85
Cc1ccc2nc3sc(Nc4ccccc4C)nn3c(=O)c2c1 | 70
CC(=O)Nc1cccc(OCCCNC(=O)c2cc(-c3ccc(Cl)cc3)oc2C(F)(F)F)c1 | 61
CC(C)NC(=S)N=C(N)Nc1ccc(Cl)c(Cl)c1 | 68
CCCCc1ccc2nc(NC(=O)OC)[nH]c2c1 | 53
CCOc1ccc(C(=O)CSc2nc3cc(C(=O)NC(C)C)ccc3c(=O)n2CC(C)C)cc1 | 80
CC(=O)OCCSc1ccc(C#N)cc1[N+](=O)[O-] | 63
O=C(Cc1ccccc1)Nc1ccc(SC(F)F)cc1 | 70
CCn1c(SCC(=O)Nc2cc(C(F)(F)F)ccc2Cl)nc2c(oc3ccccc32)c1=O | 57
CCOc1ccccc1/C=N\NC(=O)CNC(=O)c1ccc(C)c([N+](=O)[O-])c1 | 62
CC(=O)Nc1ccc(SCCN2CCOCC2)nn1 | 68
O=C1CC(/C=C/c2ccccc2)(Nc2ccc([N+](=O)[O-])cc2)C(=O)N1C1CCCCC1 (stereo unspecified) | 53
COc1ccc(-c2cc3c(=O)n(Cc4nc(-c5ccccc5)no4)ncn3n2)cc1 | 102
Cc1cc(NC(=O)C(=O)NCCc2ccc(N(C)C)cc2)no1 | 89
CCOC(=O)COc1ccc(C23CC4CC(CC(C4)C2)C3)cc1 | 58
Cc1ccccc1-c1noc(CS(=O)(=O)c2ccc(Cl)s2)n1 | 89
CC(=O)O[C@H]1CC[C@@]2(C)C(CC[C@]3(C)C2CC=C2C4CC(C)(C)CC[C@]4(C)CC[C@]23C)C1(C)C (stereo partly specified) | 63
Cc1ccc(NC(=O)c2c(F)cccc2Cl)c(C(=O)Nc2ccc(F)cc2)c1 | 59
CC1(C)COc2cc(NS(=O)(=O)c3ccc(F)c(Cl)c3)ccc2NC1=O | 64
O=C(CSCc1ccccc1)NCCn1ncc2c(=O)n(Cc3ccccc3)cnc21 | 66
Nn1c(SCC(=O)Nc2nccs2)nnc1-c1cccs1 | 54
Cc1ccc2c(c1)c(-c1ccccc1)c(-c1ccccc1)n2CCC(=O)NN | 55
O=C(COc1ccccc1)NC(=S)N1CCc2ccccc21 | 58
COC(=O)c1ccc(Cn2c(S(C)(=O)=O)nc3ccccc32)cc1 | 54
OCCNC(=S)Nc1ccccc1 | 53&60
COc1ccc(OC)c2sc(N(CCCN(C)C)C(=O)c3ccnn3C)nc12 | 68
Cc1ccccc1-n1ncc2c(C3CC3)nn(CC(=O)Nc3ccc(C(N)=O)cc3)c(=O)c21 | 66
Cn1cccc1C(C#N)N1CCOCC1 (stereo unspecified) | 69
O=C(CSCc1ccccc1)Nc1ccccc1F | 63
COc1cccc(-c2nc(COC(=O)c3nnn(-c4cccc(SC)c4)c3C)c(C)o2)c1OC | 75
OC(COc1ccc(C23CC4CC(CC(C4)C2)C3)cc1)CN1CCCCC1 (stereo unspecified) | 83&63
Cc1nc(C(F)(F)F)ccc1C(=O)NC1CCCc2ccccc21 (stereo unspecified) | 47
Cc1nn(C2CCS(=O)(=O)C2)c2nc(-c3cccs3)cc(C(=O)Nc3ccc(F)cc3F)c12 (stereo unspecified) | 79

Already shown: an excerpt of the list.
SMILES | RMI FANCM FP
O=C(CSCc1ccccc1)Nc1ccccc1F | 63
COc1cccc(-c2nc(COC(=O)c3nnn(-c4cccc(SC)c4)c3C)c(C)o2)c1OC | 75
OC(COc1ccc(C23CC4CC(CC(C4)C2)C3)cc1)CN1CCCCC1 (stereo unspecified) | 83&63
Cc1nc(C(F)(F)F)ccc1C(=O)NC1CCCc2ccccc21 (stereo unspecified) | 47
Cc1nn(C2CCS(=O)(=O)C2)c2nc(-c3cccs3)cc(C(=O)Nc3ccc(F)cc3F)c12 (stereo unspecified) | 79

The list goes on:
SMILES | RMI FANCM FP
CNc1nn(CC(=O)NCc2ccc(Cl)cc2)c(N)c1-c1nc(-c2ccc(Cl)cc2)no1 | 83
O=C(NCCCn1nc(-c2ccncc2)ccc1=O)Nc1ccccc1C(F)(F)F | 65
CCOC(=O)N1CCN(C(=O)C2CCCN(c3ccc(-c4ccc(F)cc4)nn3)C2)CC1 (stereo unspecified) | 62
COc1cccc(CSc2nc(CC(=O)Nc3nc(C)cs3)cc(=O)[nH]2)c1 | 44
Cc1nc2ccc(NC(=O)COc3ccc(F)cc3F)cc2c(=O)n1-c1ccc(F)cc1 | 71
COc1ccc(Cl)cc1NC(=O)CCN1C(=O)c2ccccc2S1(=O)=O | 55
O=C(Nc1ccc(-c2ccc3nnc(-c4ccncc4)n3n2)cc1)c1ccc(F)cc1 | 67
COc1cc(S(=O)(=O)NCCCN(C)C)c(OC)cc1Cl | 135
O=C(NCCSc1c(-c2ccccc2)[nH]c2ccccc12)C12CC3CC(CC(C3)C1)C2 | 61
CN(C)S(=O)(=O)c1ccc2c(c1)OCCCO2 | 54
CC(C)N(C(=O)Cn1cnc2c(cnn2C2CCS(=O)(=O)C2)c1=O)c1ccccc1 (stereo unspecified) | 63
CSc1sc(C(=O)N/N=C\c2ccccc2Cl)c2c1C(O)CCC2 (stereo unspecified) | 72
COc1cccc2c1C(=O)c1c(O)c3c(c(O)c1C2=O)C[C@@](O)(C(=O)CO)C[C@@H]3O[C@H]1C[C@H](N)[C@H](O)[C@H](C)O1 | 64&-9
COc1ccc(C(CNS(=O)(=O)c2ccc(C)cc2)N2CCN(C)CC2)cc1 (stereo unspecified) | 50
COc1cc(Br)cc2cc(C(=O)OCC(=O)c3ccc(Cl)cc3)c(=O)oc12 | 62
CCOC(=O)CN(C=NC#N)c1ccc(OC)cc1 | 55
N#Cc1c[nH]n2c(=O)c3c(nc12)CCCC3 | 64
COc1cccc(NC(=O)NNC(=O)c2cccn(Cc3cccc(F)c3)c2=O)c1 | 65
O=C(CSCc1ccccc1)Nc1ccc(-c2nc3cccnc3s2)cc1 | 70
O=C(Cc1ccc(Cl)cc1)N(Cc1cccnc1)c1nc2c(F)cc(F)cc2s1 | 75
CC(C)(C)c1ccc(S(=O)(=O)Nc2cc3c4c(oc3c3ccccc23)CCCC4=O)cc1 | 56
O=C(NCc1ccc(F)cc1)C1CCN(c2ccc(-c3cccs3)nn2)CC1 | 60
CCOC(=O)CNC(=O)CSc1nc2c(cnn2-c2ccc(Cl)cc2)c(=O)[nH]1 | 52
O=C(NC(=O)c1c(Cl)cccc1Cl)ON(Cc1ccc(Cl)cc1)Cc1ccc(Cl)cc1 | 59
Cc1ccccc1C(C#N)N(C)C (stereo unspecified) | 68
C=CC(=O)Oc1ccc(N2C(=O)c3cccc([N+](=O)[O-])c3C2=O)cc1 | 58
COC(=O)c1cnc(N2CCCN(C(=O)NC3CCCCC3)CC2)nc1C(F)(F)F | 54
CC(C)(C)c1csc(CN2CCN(S(=O)(=O)c3ccc(F)cc3)CC2)n1 | 60
COc1cc(CNc2cnc3cc(S(=O)(=O)N4CCCCC4)ccc3n2)cc(OC)c1 | 99
O=S(=O)(c1ccc2c(c1)CCO2)N1CCN(c2nc3cc(Cl)ccc3s2)CC1 | 48
O=C(CSc1nnc(-c2ccco2)n1-c1ccc(OCc2ccccc2)cc1)c1ccccc1 | -3
COc1ccc(C)c2sc(N3CCN(C(=O)c4ccno4)CC3)nc12 | 50
Cc1onc(-c2ccccc2Cl)c1C(=O)NC(=S)Nc1ccccc1F | 58
O=C(Nc1ccc(N2CCCCC2=O)cc1)c1cccc2ccccc12 | 55
CN1CCN(C2=NC(=O)/C(=C/c3ccc(OC(F)F)cc3)S2)CC1 | 62
CC(=O)c1ccc(OC(=O)Cc2cc(F)cc(F)c2)cc1 | 64
O=S(=O)(NCCOc1ccc(-c2ccco2)nn1)c1ccc2c(c1)CCCC2 | 66
O=c1[nH]cc(F)c(=O)[nH]1 | 53&63&64
CCc1ccc(S(=O)(=O)N2CCN(c3ccc4nncn4n3)CC2)cc1 | 67
CC(C)(C)NS(=O)(=O)c1sc(Br)cc1Br | 59
COc1ccc(C2C(C#N)=C(N)Oc3cc(C)n(Cc4ccco4)c(=O)c32)cc1OC (stereo unspecified) | 61
Cc1cccc(NC(=O)c2ccc(S(=O)(=O)N3CCCC(C)C3)cc2)n1 (stereo unspecified) | 74
CN(C)c1ccc(CCCNC(=O)C(=O)Nc2ccc3c(c2)OCCO3)cc1 | 75
CCc1nnc(-c2cc3ccccc3n2CC(=O)Nc2ccc3c(c2)OCCO3)o1 | 53
CC(C)c1cccc(C(C)C)c1NC(=O)c1ccco1 | 64
